XiGFP reactiv: activators of X-chromosome reactivation in mouse fibroblasts | 360,000 tested, 0.055% active | AID 743238 | activation, % at 7.58 µM | XiGFP mouse fibroblasts, % GFP-positive cells imaging, 3 d; cells co-treated with 5-aza-dC sensitizer; scaled so ellipticine positive control = 100%;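 active = mean normalized replicate activation at least 10% and every replicate at or above 10%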;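 note: 0% = median of on-plate neutral control wells and 100% = ellipticine 6 µM median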
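Material: SV40-immortalized XiGFP fibroblast cells, line 68-5-11 | Buffer or medium: DMEM containing 5-aza-dC | Dosing: One concentration, pinned | Times: 3 d treatment, 15 min room-temperature fixation | Controls: Ellipticine 6 µM positive control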
LGR2 inh: inhibitors of bursicon-induced Drosophila LGR2 receptor cAMP signaling | HEK293 LGR2, CRE-luciferase, bursicon-stimulated, 4 h | inhibition, % at 9.99 µM | 380,000 tested, 0.35% active;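 active = drop in luminescence signal, shown as inhibition above about 50% in the replicate tests, limit read from the data, passing the limit was not always enough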;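 note: agonist challenge used bursicon conditioned medium at about half maximal strength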
* = called active by the depositor. Not all compounds are listed, so the mix of outcomes need not match the whole.

SMILES	XiGFP reactiv	LGR2 inh
NC(=S)N/N=C/c1ccccc1OCCSc1ccc(Cl)cc1	0.0	30.2
C/C(CC(=O)Nc1ccc(Cl)c(C(F)(F)F)c1)=N\NC(=O)c1ccccc1O	0.0	27.5
O=C(/C=C/c1ccccc1)N/C(=C/c1ccccc1)C(=O)N1CCOCC1	0.0	13.2
CCCC(=O)Nc1ccc(C(=O)NCCc2ccc(F)cc2)cc1	-0.1	2.6
Cc1c(Br)c(-c2n[nH]c(=S)n2Cc2ccco2)nn1C	0.0	-21.1
COc1ccc(NC(C)C(=O)N/N=C/c2ccccc2OCc2cccc(Br)c2)cc1 (centres undefined)	0.0	17.9
CCn1c(-c2csc3c2CCCC3)n[nH]c1=S	0.4	-14.1
CCOc1ccc(C2=NNC(c3cccnc3)=Nc3ccc(OC)cc32)cc1	0.0	30.8
CN1/C(=C\C(=O)Nc2ccc(F)cc2)C(C)(C)c2ccccc21	0.3	-16.9
CCOC(=O)COc1c(Cl)cc(C2NC(=S)NC(c3ccccc3)=C2C(C)=O)cc1OC (centres undefined)	-0.1	9.4
COc1ccc(-c2cc(-c3nnc(COC(=O)CC4CC5CCC4C5)o3)c3ccccc3n2)cc1OC (centres undefined)	-0.1	6.1
CCOc1cc(/C=N\Nc2nc(Nc3ccccc3)nc(N3CCOCC3)n2)ccc1OC(=O)c1ccco1	0.2	-3.4
O=C1c2ccccc2C(=O)N1CCCCON1C(=O)c2ccccc2C1=O	0.2	-0.1
CC(C)C(=O)NNc1ccccc1	-0.1	7.7
COc1ccc(/C=C2\COc3ccccc3C2=O)cc1OC	0.2	-22.4
CCc1ccc(NC(=O)C(C)OC(=O)/C=C/c2cccc([N+](=O)[O-])c2)cc1 (centres undefined)	0.0	9.5
CCN1CN(Cc2ccco2)CNC1=S	-0.1	7.1
CCCN(CCC)C(=O)Cn1c(=O)c2ccccc2n2c(=S)sc(-c3ccccc3C)c12	0.0	-2.4
Cc1ccc(NC(=O)c2oc(=O)c3ccccc3c2-c2ccccc2)c(C)c1	0.4	14.6
NS(=O)(=O)c1ccc(N2N=C(c3ccccc3)CC2c2ccccc2)cc1 (centres undefined)	0.2	15.8
OC(COCCOc1ccc(Br)cc1)CN1CCCCC1 (centres undefined)	0.0	3.9
COC(=O)c1sc(-c2ccccc2)cc1NC(=O)c1cc(OC)cc(OC)c1	0.0	9.3
C[C@@H]1CN([C@H](C)CO)C(=O)Cc2cc(NC(=O)Nc3ccccc3)ccc2O[C@@H]1CN(C)CC1CC1	0.6	8.6
Cc1ccc(Nc2ncccc2C(N)=O)cc1	0.0	-54.4
COC(=O)c1ccc(C(=O)NC(=S)Nc2nc3c(s2)CC(C)CC3)cc1 (centres undefined)	0.3	-11.5
(list continues)
SMILES	XiGFP reactiv	LGR2 inh
O=S(=O)(NCC(c1ccco1)N1CCN(c2ccccc2F)CC1)c1ccc2c(c1)OCCO2 (centres undefined)	0.0	17.0
CCN(CC)c1ccc2cc(S(=O)(=O)c3ccc(C)cc3)c(=O)oc2c1	0.2	-19.1
CC(C)c1nc2sc3c(=O)[nH]cnc3c2c2c1CCC2	-0.1	-31.5
CCN(CC)C(=O)/C(=C\c1ccc2c(c1)OCO2)NC(=O)c1ccc(Br)cc1	0.1	10.2
CC(=O)Nc1ccc(N=Nc2ccccc2)cc1	0.0	-37.9
Cc1c(NC(=O)/C(C#N)=C/c2c(Oc3ccccc3)nc3ccccn3c2=O)c(=O)n(-c2ccccc2)n1C	-0.1	-21.2
O=C1NC(NS(=O)(=O)c2ccccc2)(C(F)(F)F)C(=O)N1c1ccc(F)cc1 (centres undefined)	0.0	16.5
C=C(C(=O)c1ccccc1)C(C)CC(=O)c1ccccc1 (centres undefined)	0.0	10.9
COc1ccc(NC(=O)c2[nH]c(C)c(C(C)=O)c2C)cc1S(=O)(=O)N1CCOCC1	0.1	-11.4
Cc1cccc(C=Nc2ccc3c4c(cccc24)CC3)c1O	0.1	-1.6
O=C(Nc1nccs1)c1cc(Cl)ccc1[N+](=O)[O-]	0.0	-1.4
O=C(CN1CCCCCC1)N/N=C/c1cccc(Cl)c1	0.0	25.6
CCCCCOC(=O)Cn1c(=O)oc2ccc(C)cc21	0.0	14.2
NNC(=O)c1cc(Br)cs1	0.3	7.3
C=CCN1C(=O)/C(=C/c2ccc(O)c(OC)c2)S/C1=N/c1nccs1	0.1	-27.4
O=C(Nc1cccc(-c2nc3ccccc3s2)c1)C1=COCCO1	0.0	-20.7
CCCOC(=O)c1c(NC(=O)CCCn2nc([N+](=O)[O-])cc2C)sc(C(=O)OC)c1C	0.4	-2.8
COc1ccc(S(=O)(=O)N2CCCCC2)cc1NC(=O)Cc1c[nH]c2ccccc12	0.0	2.9
O=C(NC(NC(=S)Nc1ccc(Cl)cc1)C(Cl)(Cl)Cl)c1ccco1 (centres undefined)	0.0	27.3
CSc1nc(-c2ccccc2)cc(C(F)(F)F)c1C#N	0.0	12.8
O=S(=O)(c1ccc2nc(-c3ccccc3)[nH]c2c1)N1CCN(c2cccc(Cl)c2)CC1	0.0	4.8
COc1ccc(NC(=O)COC(=O)Cc2ccc(-c3ccccc3)cc2)c(OC)c1	0.0	-2.1
O=C(CSc1nnc(SCc2ccccc2)s1)N/N=C/c1c(Cl)cccc1Cl	0.0	-20.6
O=C(NC12CC3CC(CC(C3)C1)C2)c1ccc(-c2cccc(Cl)c2)o1	0.1	-32.7
Cc1cccc(/C=N/c2sc3c(c2C#N)CCN(Cc2ccccc2)C3)c1O	0.0	-29.6
Remaining list, next part.
SMILES	XiGFP reactiv	LGR2 inh
Cc1cccc(NC(=S)NCCO)c1C	-0.1	-6.9
C/C(=N\NC(=O)C(C)Nc1cccc(Cl)c1)c1ccc([N+](=O)[O-])cc1 (centres undefined)	-0.2	-9.8
Fc1ccc(NC(=S)Nc2ccccc2OC(F)F)cc1Cl	0.1	-9.2
Cc1ccc(NC2=CC(=O)CC(c3ccc(Cl)cc3)C2)cc1 (centres undefined)	0.0	3.1
CCOc1ccc(C(=O)N/N=C/c2ccccc2[N+](=O)[O-])cc1	0.3	-72.6
CC(NS(=O)(=O)c1ccc2c(c1)OCCCO2)C(=O)O (centres undefined)	0.3	-9.3
O=C(O)CCN1C(=O)c2ccc(NC(=O)CSc3ccccc3)cc2C1=O	-0.1	8.1
COC(=O)c1sc2nc(C)cc(-c3ccccc3)c2c1N	-0.2	-2.8
O=C(CCCOc1ccc(Cl)cc1Cl)NN1CCOCC1	0.1	-2.9
CC(C)(C)NC(=O)CSc1nc2scc(-c3ccccc3)c2c(=O)[nH]1	-0.1	-17.5
CN(c1ccccc1)S(=O)(=O)c1cccc(NC(=O)CSc2ncn[nH]2)c1	0.3	-6.2
COc1ccc(C(=O)NC(=S)Nc2ccccc2N2CCCCC2)cc1[N+](=O)[O-]	-0.1	1.9
CC(C)OC(=O)c1cc2c(ccn2C)n1CC(=O)N(Cc1ccccc1)c1ccc(F)cc1	0.4	9.0
COc1nc(OC)nc(Oc2ccc([N+](=O)[O-])cc2Cl)n1	0.3	-1.8
S=C(NCc1ccccc1)Nc1cccc(Cl)c1	0.1	-3.1
CCCCNC(=O)COC(=O)c1c2c(nc3ccccc13)/C(=C/c1cccs1)CC2	0.2	-56.6
O=C(Nc1ccc(Cl)c(Cl)c1)Nc1nnc(-c2ccncc2)s1	0.4	2.0
Cc1cc(Nc2ccc3c(c2)OCCO3)c2cc(Cl)ccc2n1	0.1	0.5
CC1=NN(c2ccc(C)c(C)c2)C(=O)/C1=C/c1ccc2c(c1)n(C)c(=O)n2C	0.3	24.8
O=C(N/N=C/c1cc(Br)c(O)c(Br)c1)c1cccc(C(F)(F)F)c1	0.2	-24.3
O=C(CSc1nnc(-c2ccccc2)c(-c2ccccc2)n1)Nc1ncc(Cl)cc1Cl	0.2	14.5
CCCNC(=S)Nc1cccc(C(F)(F)F)c1	0.1	-5.6
CC1(C)CC2CC(C)(CN2C(=O)COC(=O)CNC(=O)c2ccc(Cl)c(Cl)c2)C1 (centres undefined)	0.3	-3.8
COc1ccc(CCNC(=O)COc2ccc(-c3ccccc3)cc2)cc1OC	0.2	-3.1
COc1ccc(NC(=O)Cc2c(SC)c3ccccc3n2Cc2ccccc2)cc1	0.4	-5.1

3 structures out of the list, arranged by formula weight, falling:
SMILES	XiGFP reactiv	LGR2 inh
CC(C)OC(=O)c1cc2c(ccn2C)n1CC(=O)N(Cc1ccccc1)c1ccc(F)cc1	0.4	9.0
C/C(=N\NC(=O)C(C)Nc1cccc(Cl)c1)c1ccc([N+](=O)[O-])cc1 (centres undefined)	-0.2	-9.8
Fc1ccc(NC(=S)Nc2ccccc2OC(F)F)cc1Cl	0.1	-9.2

(more compounds)
SMILES	XiGFP reactiv	LGR2 inh
Cc1cccc(C(=O)N/N=C/c2ccccn2)c1	0.0	-17.5
CC(=O)Nc1ccc(S(=O)(=O)NCC(=O)OCC(=O)N2CCCc3ccccc32)cc1	0.0	-3.1
CN(CC(=O)Nc1ccc(S(=O)(=O)N2CCCC2)cc1)Cc1ccc(Cl)c(Cl)c1	0.1	7.8
COc1cccc(OCC(=O)NNC(=O)c2cnccn2)c1	-0.1	-19.3
CC(=O)NS(=O)(=O)c1ccc(NC(=O)C2C3C=CC(C3)C2C(=O)O)cc1 (centres undefined)	0.1	-7.9
O=C(COC(=O)CSc1ccc2ccccc2c1)NCc1ccc2c(c1)OCO2	0.1	8.2
COc1cc(N=C2C(=O)N3CCCc4cccc2c43)cc(OC)c1	0.3	4.2
O=C(CSc1ncccn1)NN=C1CCCCCC1	0.0	1.6
O=C(NCc1cccnc1)C(=O)NCC(c1ccco1)N1CCN(c2ccccc2F)CC1 (centres undefined)	-0.1	12.7
CN1CCN(/N=C/c2ccc(Cl)c(Cl)c2)CC1	0.1	-40.6
COc1ccc(C(CC(=O)Nc2ccccc2OC)n2cccc2)cc1 (centres undefined)	-0.2	14.0
Cc1ccnc(NC(=O)c2c(-c3ccccc3Cl)noc2C)c1	0.0	-17.2
CC1CCCN(CCCCOc2cccc(Br)c2)C1 (centres undefined)	0.1	15.5
COC(=O)C1C/C(=N\NS(=O)(=O)c2ccc(C)cc2)c2sccc2C1 (centres undefined)	0.4	-4.8
O=c1c(-c2ccccc2)c(O)nc(SCCN2CCOCC2)n1-c1ccccc1	1.1	-7.8
CC(=O)c1ccc(NC(=O)C(C)OC(=O)COc2ccc(C#N)cc2)cc1 (centres undefined)	0.1	7.9
COc1cc(NC(=O)COC(=O)/C=C/c2ccccc2Cl)cc(OC)c1	0.0	-20.3
COc1ccccc1C(=O)NC(=S)NNC(=O)c1sc2ccccc2c1Cl	0.1	-14.7
Clc1ccc(CSc2nnc3ccccn23)c(Cl)c1	0.2	-4.5
O=C(COC(=O)c1ccccc1)Nc1ccccc1Sc1ccccc1	0.4	1.2
Cc1cc(/C=C2\NC(=O)N(Cc3ccc(Cl)cc3)C2=O)c(C)n1C	0.0	2.6
Cc1cccc(NC(=O)C2CCN(S(=O)(=O)c3c(C)noc3/C=C/c3ccco3)CC2)n1	0.2	9.7
COc1ccc(C(=O)NN=C(Cc2ccccc2)Cc2ccccc2)cc1OC	0.2	-8.1
O=C(Nc1ccc2c(c1)OCCO2)C1CCN(C(=O)c2ccc(Cl)cc2)CC1	0.6	-21.7
Cc1cc(C)c(C)c(Oc2ncnc(N)c2[N+](=O)[O-])c1	0.1	-6.6

Complete entries, looked up by structure. Order of values: XiGFP reactiv | LGR2 inh
O=C(Nc1ccc2c(c1)OCCO2)C1CCN(C(=O)c2ccc(Cl)cc2)CC1 reads 0.6 | -21.7
Cc1cc(/C=C2\NC(=O)N(Cc3ccc(Cl)cc3)C2=O)c(C)n1C reads 0.0 | 2.6

Following part.
SMILES	XiGFP reactiv	LGR2 inh
COC(=O)c1cc(NC(=S)NCc2ccc(Cl)cc2)cc(C(=O)OC)c1	0.1	12.3
CC1=C(C(=O)Nc2ccccn2)C(c2ccc(Br)cc2)NC(=S)N1 (centres undefined)	-0.1	-89.4
CCOC(=O)c1cc2c(=O)n3ccccc3nc2n(CC(C)C)c1=NC(=O)c1c(-c2c(F)cccc2Cl)noc1C	-0.1	1.1
COc1cccc(NC(=O)C(OC(=O)c2ccccc2NS(=O)(=O)c2cccs2)c2ccccc2)c1 (centres undefined)	0.5	11.3
N/C(=N\OC(=O)Cc1ccccc1)c1ccc([N+](=O)[O-])cc1	-0.1	-15.6
CCCCOc1cccc(C(=O)NC(=S)Nc2cccc(NC(=O)c3ccccc3Cl)c2)c1	-0.1	-7.4
O=C(CSc1ncccn1)N1CCN(C(=O)CSc2ncccn2)CC1	0.0	10.9
COc1ccccc1N1CCN(C(=O)/C=C/c2ccco2)CC1	-0.1	2.8
S=C(Nc1ccc2cn[nH]c2c1)Nc1ccccc1Cl	0.3	-40.9
CCC(C)(c1nnnn1-c1c(C)cccc1C)N(N=O)c1ccccc1Cl (centres undefined)	0.4	3.1
O=C(N/N=C/c1cccc(F)c1)c1c(O)c2ccccc2[nH]c1=O	0.1	-4.5
CNC(=O)NC(=O)C(OC(=O)c1cccc(S(=O)(=O)N2CCCCC2)c1)c1ccccc1 (centres undefined)	0.0	-2.8
Cc1ccccc1C(OCCN(C)C)C1CCCCC1 (centres undefined)	0.4	-5.7
CCOc1ccccc1N(CC(=O)N/N=C/c1cc(Br)ccc1OC)S(C)(=O)=O	0.0	14.9
Cc1cccc(-n2c(N)c(-c3nc4ccccc4n3C)c3nc4ccccc4nc32)c1	0.4	11.4
COc1ccc(C(=O)C[n+]2cccc(C)c2)cc1	-0.1	-2.9

A second format for part of the listing above.
> CCC(C)(c1nnnn1-c1c(C)cccc1C)N(N=O)c1ccccc1Cl (centres undefined)
- XiGFP reactiv: 0.4
- LGR2 inh: 3.1
> O=C(N/N=C/c1cccc(F)c1)c1c(O)c2ccccc2[nH]c1=O
- XiGFP reactiv: 0.1
- LGR2 inh: -4.5

Screens as filed in PubChem.
